TexasRed fluor: Total Fluorescence Counterscreen for Inhibitors of the Interaction of Thyroid Hormone Receptor and Steroid Receptor Coregulator 2; TRb/SRC2 Texas Red total fluorescence interference; Potency, µM (titrated, usually from 106 µM), inactives show at the highest dose fluorescence change, negative = quenching; 280,000 tested, 0.29% active; active means well fitted curve in either direction with a large enough effect; inconclusive means small, poorly fitted or top-dose-only effect; further: on the % scale 0 is the no-effect control and ±100 the full control effect
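Human TRb ligand-binding domain at 0.6 uM with 20 nM Texas Red SRC2 peptide in Tris buffer containing 1 uM T3 and 5% DMSO, incubated with compound 5 h at ambient temperature. Total fluorescence (555/632 nm) calculated as parallel + 2 × perpendicular.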
Tau fibril FP: qHTS for Inhibitors of Tau Fibril Formation, Fluorescence Polarization | Microtubule-associated protein tau (Homo sapiens), P10636 | K18 P301L tau heparin fibrillization, Alexa594 FP, 6 h | Potency, µM (titrated, usually from 57.7 µM), inactives show top-dose activity, negative = inhibition, actives largely listed as inhibitors | 280,000 tested, 0.39% active; further: on the % scale 0 is the no-effect control and ±100 the full control effect; nearly all actives have a fitted effect of over 55% in size
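FP of Alexa 594-tau after heparin (20 uM) induction. Substrate: human K18 P301L, 15 uM unlabeled, 0.24 uM labeled. Buffer 100 mM sodium acetate pH 7. 6 hr, 37 C.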
Tau fibril ThT: qHTS for Inhibitors of Tau Fibril Formation, Thioflavin T Binding. Microtubule-associated protein tau (Homo sapiens), P10636. 270,000 tested, 2.1% active. AID 1460, 2008. recombinant tau K18 P301L, heparin-induced fibrillization, ThT fluorescence. Potency, µM (top dose mostly 57.4 µM), for inactives: top-dose activity, negative = inhibition, hits mostly inhibitors; further: on the % scale 0 is the no-effect control and ±100 the full control effect; nearly all actives have a fitted effect of over 55% in size
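ThT emission at 510 nm, taken 1 hr after adding 30 uM dye, quantifies aggregates formed when 20 uM heparin acts on human tau K18 P301L for 6 hr at 37 C.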
L3MBTL1 inh: qHTS Assay for the Inhibitors of L3MBTL1; Potency, µM (top dose mostly 57.1 µM), for the others: top-dose activity, negative = inhibition, usual class: inhibitors; Lethal(3)malignant brain tumor-like protein 1 (Homo sapiens), Q9Y468; 230,000 tested, 0.66% active; AlphaScreen L3MBTL1–H3K9me1 peptide binding; AID 485360, 2010; further: on the % scale 0 is the no-effect control and ±100 the full control effect; nearly all actives have a fitted effect of over 60% in size
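L3MBTL1 50 nM + b-AHA-H3(1-15)K9me1 75 nM, 30 min RT; compound added, 30 min RT; streptavidin donor/Ni-chelate acceptor beads 10 ug/mL each final, 30 min RT dark; AlphaScreen read.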
TRb SRC2 PPI: qHTS for Inhibitors of the Interaction of Thyroid Hormone Receptor and Steroid Receptor Coregulator 2; TRbeta-SRC2 peptide binding, fluorescence polarization; receptor liganded with 1 µM T3; Potency, µM (titrated, usually from 106 µM), without a hit: top-dose activity change, negative = inhibition, hits mostly inhibitors; Thyroid hormone receptor beta (Homo sapiens), P10828; 280,000 tested, 0.065% active;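 further: plate controls were bound peptide for no effect and peptide without receptor for full effect; nearly all actives have a fitted effect of over 50% in size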
Target sequence (P10828 whole entry, looked up): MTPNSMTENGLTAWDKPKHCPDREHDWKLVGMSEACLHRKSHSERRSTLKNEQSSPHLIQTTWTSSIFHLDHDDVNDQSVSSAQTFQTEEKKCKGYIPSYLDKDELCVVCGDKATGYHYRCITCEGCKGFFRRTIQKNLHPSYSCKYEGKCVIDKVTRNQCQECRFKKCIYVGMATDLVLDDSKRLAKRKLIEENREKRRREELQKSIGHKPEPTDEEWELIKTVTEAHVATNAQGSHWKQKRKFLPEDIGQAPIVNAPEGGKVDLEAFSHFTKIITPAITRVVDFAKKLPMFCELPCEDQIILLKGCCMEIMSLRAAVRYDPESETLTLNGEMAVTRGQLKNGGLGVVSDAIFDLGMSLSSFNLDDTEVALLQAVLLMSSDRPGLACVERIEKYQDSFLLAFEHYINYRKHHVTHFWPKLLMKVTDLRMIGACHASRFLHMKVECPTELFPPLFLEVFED
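TRb LBD 0.6 uM + Texas Red SRC2 peptide 20 nM, 1 uM T3, Tris buffer w/ 5% DMSO; compound pinned, 5 h RT; FP read ex 555/em 632; normalized to unbound and bound controls.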
Tau fluor cs: Counterscreen qHTS for Inhibitors of Tau Fibril Formation, Fluorescence Polarization | 280,000 tested, 0.93% active | tau K18 P301L (four-repeat tau fragment) Alexa594 fluorescence, heparin fibrillization | Potency, µM (titrated, usually from 57.7 µM), inactives show top-dose activity change, negative = decrease | AID 1463, 2008; further: on the % scale 0 is the no-effect control and ±100 the full control effect; nearly all actives have a fitted effect of over 55% in size
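Human K18 P301L tau (15 uM unlabeled plus 0.24 uM Alexa 594-labeled, final) in 100 mM sodium acetate pH 7 was mixed with compound and 20 uM heparin and incubated 6 hr at 37 C.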
HTT cytoprotect: qHTS Multiplex Assay to Identify Dual Action Probes in a Cell Model of Huntington: Cytoprotection (ATP); PC12 HTT-Q103 induced, cytoprotection, ATP luminescence, 40 h; Potency, µM (doses to about 56.4 µM), for inactives: cytoprotection (ATP increase), actives largely listed as activators; 230,000 tested, 0.14% active; AID 1471, 2008;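 further: % of control where 0% means no effect; nearly all actives have a fitted effect of over 45% in size; toxic huntingtin expression switched on by the ecdysone agonist tebufenozide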
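Quantitative HTS on tebufenozide-induced (100 nM) PC12 cells expressing HTTQ103 exon 1–GFP; compounds tested as a concentration series; survival measured via cellular ATP.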
RECQ1 helicase: qHTS Assay for Inhibitors of RecQ-Like Dna Helicase 1 (RECQ1); RECQ1 DNA unwinding, red fluorescence kinetic read; Potency, µM (series often up to 57.3 µM), for the others: at the highest dose activity, negative = inhibition, actives largely listed as inhibitors; 240,000 tested, 0.54% active;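 further: plate controls were vehicle for no effect and no enzyme for full effect; nearly all actives have a fitted effect of over 30% in size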
Target sequence (P46063 whole entry, looked up): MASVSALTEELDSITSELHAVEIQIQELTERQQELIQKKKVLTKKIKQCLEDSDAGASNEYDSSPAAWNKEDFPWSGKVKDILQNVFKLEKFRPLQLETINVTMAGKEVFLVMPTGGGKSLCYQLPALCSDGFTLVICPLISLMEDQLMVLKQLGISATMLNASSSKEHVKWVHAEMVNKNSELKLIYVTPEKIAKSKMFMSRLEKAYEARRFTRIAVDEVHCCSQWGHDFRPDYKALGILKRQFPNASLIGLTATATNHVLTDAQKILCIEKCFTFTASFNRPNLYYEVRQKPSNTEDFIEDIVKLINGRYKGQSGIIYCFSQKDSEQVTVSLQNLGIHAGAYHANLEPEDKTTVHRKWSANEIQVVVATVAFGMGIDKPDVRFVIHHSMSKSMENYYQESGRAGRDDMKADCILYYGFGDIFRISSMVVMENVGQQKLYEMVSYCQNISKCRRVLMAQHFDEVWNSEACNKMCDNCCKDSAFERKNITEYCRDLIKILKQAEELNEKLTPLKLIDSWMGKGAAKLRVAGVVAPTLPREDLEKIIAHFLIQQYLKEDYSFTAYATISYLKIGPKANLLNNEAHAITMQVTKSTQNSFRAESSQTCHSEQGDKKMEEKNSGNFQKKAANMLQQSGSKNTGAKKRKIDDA
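50 nM RECQ1T1 preincubated 15 min with compound in Tris pH 8.0 buffer with MgCl2, DTT, Tween-20 and 2.5 ug/ml poly(dI-dC); started with 200 nM TAMRA/BHQ-2 forked duplex and 2 mM ATP. Unwinding read as fluorescence (525/598 nm), two reads 2 h apart.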
An asterisk follows results filed as active; i = inactive; ? = inconclusive; nt = no result given; [ ] = dose if it differs, or a comment. Unless noted, the call rests on the fitted dose curve; in most records, active means well fitted curve in the direction sought with a large enough effect; inconclusive means small, poorly fitted or top-dose-only effect, or another doubt; inactive means no such curve, though single readings can be large; an effect the other way counts as inactive or inconclusive. Potency means the concentration at half of the fitted maximal effect. A portion of the library (hit frequency here may not be typical).

nr	compound	TexasRed fluor	Tau fibril FP	Tau fibril ThT	L3MBTL1 inh	TRb SRC2 PPI	Tau fluor cs	HTT cytoprotect	RECQ1 helicase
1	COC(=O)c1c(NC(=O)c2ccc(S(=O)(=O)N3CCCCC3C)cc2)sc2c1CCN(C(C)C)C2 (configuration not stated)	0%	0%	-10%	nt	1%	-10%	nt	nt
2	COc1ccc(NC(=O)N/C=C/c2ccc(Cl)cc2)cc1	0%	14%	?	1%	-5%	-25%	12%	0%
3	CCOc1ccc(C(=O)c2cc3ccc(O)cc3oc2=O)cc1	-5%	5%	-12%	nt	-2%	-8%	-29%	-3%
4	CC(=O)Nc1ccc(NC(=O)c2ccc(Cl)nc2)cc1	-2%	-1%	nt	nt	-4%	-15%	-5%[10 µM]	-11%
5	Nc1c(C(=O)NCc2ccc(F)cc2)c2nc3ccccc3nc2n1CCCN1CCOCC1	-2%	-6%	?	nt	0%	?	-75%[inhibitor]	?
6	CC1CCCCN1C(=S)NC(=O)c1cccs1 (configuration not stated)	0%	-8%	-13%	nt	5%	-12%	12%[10 µM]	3%
7	CC(C)C(NC(=O)CC12CC3CC(CC(C3)C1)C2)C(=O)O (configuration not stated)	1%	-9%	-5%	3%	-2%	-2%	-16%	i
8	CCc1ccc(NC(=O)CN2C(=O)C3(SCC(=O)N3c3ccccc3)c3ccccc32)cc1 (configuration not stated)	?	-18%	6%	nt	-15%	-23%	nt	nt
9	CCOc1ccc(OC(=O)c2sc3ncn(Cc4cccc(F)c4)c(=O)c3c2C)cc1	1%	?	-14%	nt	-1%	-27%	nt	nt
10	CN1C(=O)CSC1=NC12CC3CC(CC(C3)C1)C2	0%	9%	-11%	nt	-18%	-13%	-16%	-11%
11	COc1ccccc1C(=O)N/C(=C\c1ccc(Br)cc1)C(=O)NCCCO	-1%	0%	-16%	2%	13%	-19%	5%[10 µM]	i
12	FC(F)(F)c1cccc(Cc2noc(CN3CCC(N4CCCCC4)CC3)n2)c1	-4%	2%	-7%	-24%	-3%	-9%	7%[10 µM]	i
13	Cn1c(N2C(=O)CC(Cc3ccccc3)C2=O)nc2ccccc21 (configuration not stated)	2%	8%	-8%	7%	5%	-2%	30%[10 µM]	-11%
14	CC1CCN(CCC(=O)Nc2ccc(Cl)cc2)CC1	-6%	-2%	-7%	60%[activator]	-5%	-13%	-3%[10 µM]	-1%
15	Cc1cccc(N2CCN(C(=O)C3CCN(S(=O)(=O)c4cccnc4)CC3)CC2)c1C	-6%	?	-20%	nt	-7%	-13%	-36%	-4%
16	CC(C)C(=O)c1cn(CC(=O)O)c2ccccc12	0%	1%	9%	-16%	4%	9%	1%[10 µM]	1%
17	Cc1ccc(NC(=O)CC2SC(=NC3CCCCC3)NC2=O)cc1 (configuration not stated)	-2%	3%	-4%	1%	0%	-3%	nt	i
18	CCN(CC)S(=O)(=O)c1ccc(NC(=O)C2COc3ccccc3O2)cc1 (configuration not stated)	-6%	6%	9%	-2%	-2%	-17%	-10%[10 µM]	-18%
19	CCc1nc(SCC(=O)N2CCC(Cc3ccccc3)CC2)c2c(=O)n(C)c(=O)n(C)c2n1	0%	-2%	-10%	-5%	-6%	0%	-16%[10 µM]	i
20	Cc1c(NC(=O)CN2CCN(c3ccc(F)cc3)CC2)c(=O)n(-c2ccccc2)n1C	-2%	5%	-3%	9%	10%	3%	11%[10 µM]	i
21	O=C(COc1cccc(Cl)c1)NNC(=S)Nc1ccccc1	-3%	2%	7%	-2%	-9%	7%	8%[10 µM]	2%
22	Cc1nc2nc(-c3ccc(Cl)cc3)nn2c(C)c1Cl	3%	0%	-6%	0%	-3%	2%	4%	i
23	C/C(=N\N(c1ccccc1)c1ccccc1)c1ccco1	-5%	-1%	-9%	-25%	-4%	-19%	2%[10 µM]	i
24	Cc1ccc(-c2csc(=Nc3ccc(F)cc3)n2Cc2ccc3c(c2)OCO3)cc1C	?	4%	-15%	nt	-5%	-27%	nt	nt

2 compounds drawn at random from the list so far, as already listed:
nr	compound	TexasRed fluor	Tau fibril FP	Tau fibril ThT	L3MBTL1 inh	TRb SRC2 PPI	Tau fluor cs	HTT cytoprotect	RECQ1 helicase
20	Cc1c(NC(=O)CN2CCN(c3ccc(F)cc3)CC2)c(=O)n(-c2ccccc2)n1C	-2%	5%	-3%	9%	10%	3%	11%[10 µM]	i
15	Cc1cccc(N2CCN(C(=O)C3CCN(S(=O)(=O)c4cccnc4)CC3)CC2)c1C	-6%	?	-20%	nt	-7%	-13%	-36%	-4%

More records:
nr	compound	TexasRed fluor	Tau fibril FP	Tau fibril ThT	L3MBTL1 inh	TRb SRC2 PPI	Tau fluor cs	HTT cytoprotect	RECQ1 helicase
25	CC(C)N(C(=O)CSc1nn2c(=O)c(C(C)(C)C)nnc2s1)c1ccccc1	-3%	-4%	-1%	2%	8%	2%	19%	4%
26	Cc1ccc(C(=O)C(C)N(C(=O)c2ccc(Cl)cc2Cl)N2C(=O)CCCC2=O)cc1 (configuration not stated)	-2%	-6%	1%	2%	1%	-4%	-34%[inhibitor][1.9 µM]	i
27	COc1cc(CCCN2C(N)=NC[C@@H]2c2ccccc2)cc(OC)c1OC	0%	1%	3%	nt	-1%	9%	2%[10 µM]	-7%
28	CC1CN(C(=O)c2cccs2)CCN1C(=O)c1cccs1 (configuration not stated)	-2%	-9%	2%	-1%	6%	2%	-14%[0.074 µM]	-20%
29	CCN(CC(=O)Nc1ccccc1OC)CC(=O)Nc1sccc1C#N	-3%	-3%	3%	-17%	9%	1%	14%[10 µM]	-3%
30	S=C1NC2CCCCC2N1 (configuration not stated)	-2%	4%	-2%	4%	-1%	1%	13%	-1%
31	NC(=O)NOCc1c(Cl)cccc1Cl	-1%	-5%	-7%	nt	3%	0%	-31%	i
32	Cc1ccc(C)c(NS(=O)(=O)c2cc(Br)cnc2N)c1	-2%	-5%	-3%	10%	-11%	-17%	-17%	-13%
33	COc1ccc(NC(=O)NCCCN2CCCC2=O)c(OC)c1	1%	6%	-6%	nt	-6%	-6%	1%[10 µM]	0%
34	O=C(NCCc1nnc2ccc(NCc3ccccc3Cl)nn12)c1ccccc1	-1%	-5%	-1%	nt	-3%	-2%	-54%[inhibitor]	-2%
35	c1ccc(Nc2nc(-c3ccncc3)cs2)nc1	-4%	-9%	-22%	nt	-4%	?	-22%	-3%
36	CCNC(=O)/C(=C/c1ccco1)NC(=O)/C=C/c1ccccc1	0%	-2%	6%	-16%	3%	5%	-5%	-9%
37	COc1cc(C(=O)OCC(C)=O)cc(NC(=O)c2ccco2)c1OC	-10%	-11%	-7%	-9%	-1%	-7%	-36%	i
38	COc1ccc(NCc2nnc(SCC(=O)NNC(=O)c3ccc(C)cc3)n2C)cc1	1%	1%	-10%	11%	5%	2%	-27%	i
39	CCOc1ccc2cc(C#N)c(SCC(=O)N3CCC(C)CC3)nc2c1	0%	?	-12%	8%	1%	-18%	25%[1.9 µM]	-12%
40	CCOC(=O)Cc1csc(NC(=O)c2cc(OC)cc(OC)c2)n1	-9%	5%	-9%	5%	1%	2%	-4%[10 µM]	-3%
41	CCCC(=O)Nn1cnc2c(c1=O)C1(CCCC1)Cc1ccccc1-2	-1%	-15%	-3%	-23%[11.4 µM]	-19%	-14%	-7%	i
42	COc1ccc(-c2nc(O)c3cnccn23)cc1	-3%	-14%	?	10%	-2%	-13%	nt	5%
43	FC(F)(F)c1cc(-c2ccccc2)nc(-n2cc(Cl)cn2)n1	-1%	-3%	-11%	nt	2%	-12%	-8%	-6%
44	CCN(CC)S(=O)(=O)c1ccc2[nH]c(=O)cc(C(=O)Nc3ccc(C)c(S(=O)(=O)N(CC)CC)c3)c2c1	1%	?	-15%	-11%	-2%	?	-7%[10 µM]	-21%
45	Cc1noc(C)c1COc1cccc(C(=O)NC(C)(C)C)c1	2%	4%	4%	12%	1%	1%	-27%	-3%
46	Cc1nc2c3cc(Cl)ccc3n(CCN3CCCCC3)c2s1	-1%	-2%	-13%	nt	3%	-22%	-55%[inhibitor]	i
47	CCSc1ccccc1C(=O)Nc1cccc(OC)c1	-3%	-4%	-5%	nt	6%	-18%	-1%	-12%
48	COc1ccc(C(=O)Nc2ccccc2C(=O)NCc2ccco2)cc1OC	-1%	1%	-3%	-5%	-21%	-3%	-14%[0.074 µM]	-10%
49	CCOC(=O)C(CC)Sc1nc2c(c(=O)[nH]c(=O)n2C)n1C/C=C(/C)Cl (configuration not stated)	1%	-11%	-15%	-4%	-21%	-7%	0%[10 µM]	-6%
50	CCC(=O)c1ccc(OCC(=O)NCC2(N3CCCCC3)CCCCC2)cc1	-4%	-6%	-2%	nt	4%	-8%	-49%[inhibitor]	-7%
51	CCCCCCC1CC(CSc2ncn[nH]2)OC1=O (configuration not stated)	2%	-2%	5%	5%	-10%	3%	4%[10 µM]	-12%
52	CCOC(=O)c1ccc(NC(=O)CSc2nnc(CNC(=O)c3c(F)cccc3Cl)o2)cc1	2%	-11%	-6%	nt	-2%	-12%	-40%[inhibitor]	i
53	O=C(Nc1ccc(Cl)c(Cl)c1)Nc1nccs1	-7%	14µM*	?	nt	3%	?	-48%[inhibitor][10 µM]	i
54	COc1ccc(C(=O)NCC(=O)N2CCc3ccccc3C2)cc1	-4%	5%	-3%	34%[activator]	-9%	-1%	-24%	0%
55	CC(=O)c1c(C)[nH]c(C(=O)OCc2ccccc2)c1C	-1%	-3%	-10%	-3%	1%	-11%	23%[10 µM]	-13%
56	Cc1[nH]n(C(C)(C)C)c(=O)c1Sc1ccccc1	-3%	-5%	-7%	-15%	-5%	1%	-13%	-3%

Compound activity deposited in PubChem by National Center for Advancing Translational Sciences (NCATS).
